# Assay outcomes from PubChem.
# hgDAF-12 ag – activates the H. glycines DAF-12 receptor ligand-binding domain | HEK293 GAL4-hgDAF12 UAS-luciferase reporter, agonist luminescence; normalized to butyrate control | 1.8% of 370,000 active | activation, % at 6.8 µM;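 active = activation above a cutoff set at the mean of all screened compounds plus 3 SD, cut at about 10% in these data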;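 note: 0% = DMSO wells and 100% = sodium butyrate wells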
# FXN GAA850 act – activators of GAA850 frataxin (FXN) promoter. activation, % at 6 µM. 0.56% of 360,000 active. HEK293 lucGAA850 FXN promoter luciferase reporter, 24 h; percent of 10 µM SAHA response;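 active = activation above the average of all compounds screened plus 3 SD, cutoff fixed separately per campaign, cut at about 7.5% in these data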;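 note: 0% = DMSO wells and 100% = 10 µM SAHA wells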
# hcDAF12 agonist – H. contortus DAF-12 activation, primary screen. 1.4% of 370,000 active. activation, % at 6.8 µM. AID 652067. HEK293 hcDAF-12 lit1-tk-luc reporter, luminescence; 0% DMSO, 100% Δ7-dafachronic acid;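 active = activation above the mean of all tested compounds plus 3 SD, cut at about 5.5% in these data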;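 note: 100% = response to 3 µM Δ7-dafachronic acid high control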
# ADAM10 inh – inhibits human ADAM10; recombinant ADAM10, EDANS/DABCYL FRET peptide cleavage, 3 h; inhibition, % at 7 µM; 0.62% of 370,000 active;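 active = inhibition above a per-campaign cutoff equal to the mean of compounds falling between control-based bounds plus 3 SD, cut at about 20% in these data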;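 note: 0% = DMSO wells while the 100% control is not disclosed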
# NPR1 activator – GC-A (human) enzyme activation | P16066 | HEK293 GC-A cells, cGMP TR-FRET, EC30 ANP; 0% at EC30 ANP, 100% saturating ANP | activation, % at 10 µM | 0.14% of 370,000 active | AID 1671463; in the data active = activation above about 40%
# GC-B act – GC-B (human) receptor activation; P20594; HEK293-GC-B cells, CNP EC30, cGMP TR-FRET; 0% at EC30 CNP, 100% saturating CNP; activation, % at 10 µM; 0.11% of 370,000 active; AID 1920062;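 active = activation at 10 µM reaching about 35% in either raw or pattern-adjusted values, limit read from the data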
# DAX1 inh-1 – NR0B1 (DAX1) inhibition. HEK293 Gal4-DAX1 luciferase reporter, luminescence. AID 504766. 0.99% of 340,000 active. inhibition, % at 6.75 µM. P51843;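 active = inhibition above the mean over all tested compounds plus 3 SD, cut at about 4.2% in these data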;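 note: 0% = DAX1-transfected cells with DMSO and 100% = empty-vector control cells with DMSO; inhibition shows as a rise in luminescence from relieved DAX1 repression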
# Target sequence (P51843 207-470 limits assumed): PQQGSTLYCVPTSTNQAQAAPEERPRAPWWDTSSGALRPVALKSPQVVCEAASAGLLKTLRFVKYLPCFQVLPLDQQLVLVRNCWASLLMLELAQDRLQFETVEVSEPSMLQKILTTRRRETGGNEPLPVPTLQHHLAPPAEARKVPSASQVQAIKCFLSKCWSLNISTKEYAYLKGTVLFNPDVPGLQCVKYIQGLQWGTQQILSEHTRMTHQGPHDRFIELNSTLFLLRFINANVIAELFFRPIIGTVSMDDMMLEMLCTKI
# ssDAF12 agonist – S. stercoralis DAF-12 activation, primary screen | HEK293 ssDAF-12/GRIP1 lit1-tk-luc reporter, luminescence; % of 3 µM dafachronic acid response | activation, % at 6.8 µM | 1% of 370,000 active;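 active = activation above the mean over all tested compounds plus 3 SD, cut at about 0.9% in these data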;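 note: 0% = DMSO-only wells and 100% = 3 µM delta7-dafachronic acid wells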
# SMARCA2 activ – SMARCA2 function activation, primary screen | MG213 cells, MMTV-luciferase reporter, dexamethasone, overnight | activation, % at 9.1 µM | 1% of 370,000 active; in the data active = activation above about 7.8%;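 note: 0% = vehicle wells and 100% = reference activator wells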
# DAX1 inh-2 – DAX1 (NR0B1) inhibition, primary screen. 1.1% of 370,000 active. HEK293T StAR-luciferase reporter, SF-1/DAX-1 repression relief. AID 652010. inhibition, % at 6.8 µM;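 active = inhibition above the mean over all tested compounds plus 3 SD, cut at about 3.6% in these data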;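 note: 0% = DAX-1 cells with DMSO and 100% = cells lacking DAX-1 with DMSO; higher inhibition means more luminescence from relief of DAX-1 repression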
# HGIII-sPLA2 inh – Inhibits HGIII-sPLA2 liposome hydrolysis, primary screen. inhibition, % at 12.2 µM. QFRET BODIPY PC-A2 liposome hydrolysis, fluorescence. 0.56% of 370,000 active. Q9NZ20;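 active = inhibition above mean plus 3 SD of compounds lying within the high and low control bounds, cut at about 19% in these data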;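 note: 0% = median of test compound wells and 100% = no enzyme DMSO wells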
# Target sequence (Q9NZ20 whole entry, looked up): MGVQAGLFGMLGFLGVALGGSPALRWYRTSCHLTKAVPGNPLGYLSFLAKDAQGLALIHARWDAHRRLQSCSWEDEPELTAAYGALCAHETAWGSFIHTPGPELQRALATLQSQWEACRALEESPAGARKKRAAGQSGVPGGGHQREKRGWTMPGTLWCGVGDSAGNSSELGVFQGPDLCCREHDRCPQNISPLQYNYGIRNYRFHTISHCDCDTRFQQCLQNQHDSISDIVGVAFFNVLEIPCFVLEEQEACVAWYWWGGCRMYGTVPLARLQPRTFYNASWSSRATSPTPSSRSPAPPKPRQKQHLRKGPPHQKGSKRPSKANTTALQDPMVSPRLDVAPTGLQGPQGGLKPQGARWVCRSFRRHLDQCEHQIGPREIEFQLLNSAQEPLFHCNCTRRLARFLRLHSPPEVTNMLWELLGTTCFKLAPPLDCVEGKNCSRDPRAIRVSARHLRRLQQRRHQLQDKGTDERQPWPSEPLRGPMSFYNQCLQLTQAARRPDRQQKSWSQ
# Active calls of the source: *; i = inactive; nt = no result given.
# Start of the data: the first 2 compounds, ahead of the listing:
SMILES,hgDAF-12 ag,FXN GAA850 act,hcDAF12 agonist,ADAM10 inh,NPR1 activator,GC-B act,DAX1 inh-1,ssDAF12 agonist,SMARCA2 activ,DAX1 inh-2,HGIII-sPLA2 inh
COC1=C(OC)C(=O)C(Sc2ccc3ccccc3c2)=CC1=O,-5.8,3.0,-0.6,-3,40*,20,-1.3,-1.2,1,-1.7,14
COc1ccc(CNc2nc3c(c(=O)n(Cc4ccc(Cl)cc4)c(=O)n3C)n2C)cc1,1.6,-5.3,-0.1,-17,2,15,0.4,-1.8,-3,-0.7,11

# Main list, repeating the preview:
SMILES,hgDAF-12 ag,FXN GAA850 act,hcDAF12 agonist,ADAM10 inh,NPR1 activator,GC-B act,DAX1 inh-1,ssDAF12 agonist,SMARCA2 activ,DAX1 inh-2,HGIII-sPLA2 inh
COC1=C(OC)C(=O)C(Sc2ccc3ccccc3c2)=CC1=O,-5.8,3.0,-0.6,-3,40*,20,-1.3,-1.2,1,-1.7,14
COc1ccc(CNc2nc3c(c(=O)n(Cc4ccc(Cl)cc4)c(=O)n3C)n2C)cc1,1.6,-5.3,-0.1,-17,2,15,0.4,-1.8,-3,-0.7,11
Cc1cccc(CN2CCN(CC(C)C)C(CCO)C2)n1 (centres undefined),2.9,1.4,2.0,-2,3,0,-0.6,-1.2,-2,0.8,2
CCCC[n+]1ccn(C2=C([O-])c3ccccc3C(=O)/C2=N\S(=O)(=O)c2ccc(Br)cc2)c1,-3.5,0.1,4.0,-1,-2,1,-1.2,-0.4,-1,-1.3,-7
CC1=C(CC(=O)c2ccccc2)C(=O)c2ccccc2C1=O,-4.0,-1.8,3.9,11,6,2,-0.9,0.1,-6,-2.1,-8
NC(=S)n1[nH]c(-c2ccccc2)c(N=Nc2ccccc2C(=O)N2CCOCC2)c1=O,-6.0,1.2,0.0,10,1,-1,-0.6,-1.7,-1,-0.2,6
CCOc1ccccc1C(C(=O)NC1CCCC1)N(Cc1ccco1)C(=O)CNC(=O)c1ccco1 (centres undefined),-3.6,2.3,-0.5,1,-6,-7,-0.1,-0.8,-1,-0.5,3
O=C1OC(COCC#Cc2ccccc2)CN1c1ccccc1 (centres undefined),0.2,-2.0,0.1,-1,-2,2,0.4,-0.5,2,-0.7,-10
Cc1ccc(SCC(=O)OCC(=O)NCCc2ccccc2)cc1C,2.4,1.4,-0.6,-5,1,-3,1.6,-1.6,0,-1.3,-7
NC(=O)c1sc2nc(N3CCOCC3)c3c(c2c1N)CCCC3,2.2,-1.6,0.3,i,27,12,0.3,-1.7,0,-1.2,2
O=C(COC(=O)c1ccccc1-c1nc2ccccc2s1)Nc1ccccc1C(F)(F)F,2.2,1.1,-1.2,2,-2,-2,2.1,-0.2,-3,-0.6,-4
Cc1c(O)ccc2cc(S(=O)(=O)c3ccccc3)c(=O)oc12,-1.0,2.1,-1.5,i,5,6,0.0,-1.1,-3,-0.3,2
CCOc1[nH]n(-c2ccccc2)c(=O)c1C=Nc1ccc(C(=O)OC)cc1,2.6,-1.3,7.6*,3,-3,-3,0.7,-1.1,-1,0.3,-2
O=C(CN1CCN(c2ccccc2O)CC1)NC(=O)NCc1ccco1,-0.5,3.3,-0.7,1,3,6,1.0,-1.5,-2,0.8,-6
CCOC(=O)c1c(NC(=O)CN2C(=O)NC3(CCCCCC3)C2=O)sc(C)c1-c1ccc(C)cc1,-0.2,5.2,0.1,3,3,2,-0.6,0.3,0,-0.6,0
CC1(Oc2cccc(F)c2)CCN(Cc2ccc(-c3ccccc3)o2)C1 (centres undefined),0.9,1.9,1.3,-5,-3,2,nt,-0.8,-1,-0.7,-9
COc1ccccc1NC(=O)COC(=O)c1oc2ccccc2c1C,2.2,2.7,4.5,9,-2,1,-0.1,0.3,0,-0.9,-5
CCn1c(-c2ccccc2Cl)nn(CC(=O)Nc2cc(Cl)ccc2Cl)c1=S,-5.0,-0.1,-3.2,7,-7,-9,2.5,-1.6,-2,0.0,-8
CC1CC(C)CN(C(=O)C2CCN(S(=O)(=O)N3CCC4(CC3)OCCO4)CC2)C1 (centres undefined),2.6,-0.3,-0.3,-6,1,-1,0.1,-1.5,-2,-1.1,1
CC1(CO)COC(c2ccccc2)=N1 (centres undefined),3.1,1.1,-1.1,2,-1,2,-0.2,-1.0,-2,-0.6,-7

# hcDAF12 agonist, entries above that show a hit.
SMILES	hcDAF12 agonist	ADAM10 inh	NPR1 activator	GC-B act	DAX1 inh-1	ssDAF12 agonist	SMARCA2 activ	DAX1 inh-2	HGIII-sPLA2 inh
CCOc1[nH]n(-c2ccccc2)c(=O)c1C=Nc1ccc(C(=O)OC)cc1	7.6*	3	-3	-3	0.7	-1.1	-1	0.3	-2

# (next part)
SMILES,hgDAF-12 ag,FXN GAA850 act,hcDAF12 agonist,ADAM10 inh,NPR1 activator,GC-B act,DAX1 inh-1,ssDAF12 agonist,SMARCA2 activ,DAX1 inh-2,HGIII-sPLA2 inh
CC1CN(C(=O)CSc2nnc3c(Cl)cc(Cl)cn23)CC(C)O1 (centres undefined),-1.3,2.0,0.7,0,0,5,0.7,-1.2,0,0.2,1
CCN(C(=O)c1cc2c(=O)n3ccccc3nc2s1)C1CCCCC1,2.4,3.1,3.2,i,3,6,-1.9,-1.1,6,0.0,-1
CCCc1cc(=O)[nH]c(SCC(=O)Nc2ccc3ccccc3c2)n1,-3.1,1.6,1.6,-32,-5,-2,2.1,-0.8,-3,-0.8,1
CN(CC(=O)Nc1ccc(Cl)c(C(F)(F)F)c1)C(=O)CNC(=O)C1CCCCC1,-3.4,2.4,0.5,-5,5,-2,0.5,-1.1,-3,1.0,13
CCOC(=O)c1cc(NC(=O)c2ccc(C)cc2)c(=O)oc1-c1ccccc1,1.4,2.3,-0.8,-4,0,-7,0.3,-1.3,-2,-0.7,-1
COc1ccc(S(=O)(=O)Nc2ccccc2C(=O)N2CCCCC2)cc1C,1.7,-2.8,0.2,-3,-2,-1,-0.2,-1.5,-1,0.9,-9
O=C(CNC(=O)COc1ccccc1)NCCN1CCOCC1,-0.1,0.7,0.1,-5,3,0,-0.2,-0.7,-3,-2.4,4
CCC(C(=O)Nc1cccc(C(F)(F)F)c1)c1ccccc1 (centres undefined),-2.0,0.1,-1.9,14,-1,2,-0.3,-0.9,-4,-0.1,-9
COc1ccc(N2CCN(S(=O)(=O)c3c(C)noc3/C=C/N(C)C)CC2)cc1,0.6,0.6,-1.0,-3,0,-2,0.6,-0.9,0,0.9,10
C(=N\Nc1ncnc2nc[nH]c12)/c1cccs1,2.8,12*,-0.3,-1,-4,-1,5.7*,-0.1,1,1.1,1
CCOC(=O)c1csc(NC(=O)c2cc(-c3ccccn3)nc3ccccc23)n1,-3.1,1.1,-0.7,-11,1,1,0.6,-1.1,-3,1.6,10
CCCS(=O)(=O)NC(=O)C1(C)CCN(C(=O)c2cccs2)C1 (centres undefined),0.8,-2.1,-2.0,0,7,1,nt,-1.5,-4,0.0,14
Cc1ccc(NC(=O)c2ccc(Cn3cc([N+](=O)[O-])cn3)cc2)c(C)c1,-0.8,-0.3,-1.6,1,1,2,0.2,-2.0,-1,-0.5,-3
CC(=O)N1N=C(c2ccncc2)OC1(Cc1ccccc1)Cc1ccccc1,-1.3,1.9,-1.9,-316,-13,-9,1.8,-1.7,-4,0.2,-1
Cc1cc(C(=O)CSc2nn3c(=O)c(C(C)(C)C)nnc3s2)c(C)n1-c1ccc(F)cc1,1.0,1.8,-1.0,-5,8,-3,1.3,-0.9,1,0.0,-17
Cc1ccc(NC(=O)c2ccco2)c(NC(=O)COc2ccccc2)c1,1.7,-3.2,-2.3,-1,-2,0,-1.5,0.8,-3,0.3,-1
Cc1ccc(CN(C(=O)COc2cccc(C)c2C)C2CCS(=O)(=O)C2)o1 (centres undefined),3.5,-2.5,1.2,6,0,-4,0.3,-1.1,1,1.8,-13
COc1cc(C=O)ccc1OCC(=O)Nc1ccc2c(c1)OCO2,-0.5,0.9,-1.7,-3,-3,-3,-0.3,-0.3,-3,-0.2,9
N#CC(C#N)=CN=c1ccn(Cc2ccc(Cl)cc2Cl)cc1,-6.3,-2.4,-2.9,-18,-6,-4,-5.1,-2.2,-4,-1.1,-3
COC(=O)c1ccc(COc2ccc(NC(C)=O)cc2)o1,1.9,0.3,-0.6,-12,-1,-1,1.2,-1.7,-1,-0.2,13
CCOC(=O)c1cnc(C(F)(F)F)nc1Oc1ccccc1,0.6,0.2,-1.9,-3,-1,-3,-0.8,-1.4,-3,0.2,10
CC(=O)c1cc2cccc(OC3(C)CCN(Cc4ccc(-c5ccccn5)cc4)C3)c2o1 (centres undefined),9.3,2.5,-2.7,2,-3,-3,nt,-1.5,-4,0.6,-16
COc1ccc(S(N)(=O)=O)cc1C(=O)NNC(=O)CN(C)S(=O)(=O)c1ccc(Cl)cc1,0.4,-0.2,0.5,-10,-1,3,0.7,-1.2,3,1.1,3
COc1ccc([N+](=O)[O-])cc1NC(=O)CCN1CCN(C)CC1,-3.0,1.5,-1.1,2,-1,0,0.9,-1.4,-2,-0.3,9
O=C(Cc1cccs1)Nc1ccc(N2CCOCC2)cc1,4.8,3.8,0.7,6,-5,-1,2.0,-0.3,1,1.6,8
CN(C)S(=O)(=O)c1cccc(NC(=O)COc2nc3ccccc3nc2N2CCOCC2)c1,0.2,-0.8,-1.1,0,-2,-1,-0.9,-1.3,0,-0.9,-6
COc1ccc(NC(=S)N/N=C/c2cccn2Cc2ccc(F)cc2)cc1,-2.4,2.3,-3.3,0,-5,-6,-1.0,-1.9,-2,1.4,4
CC1CN(c2ccc(NS(=O)(=O)c3ccccc3)cc2C(=O)O)CC(C)O1 (centres undefined),2.8,-1.0,5.2,-3,2,-3,2.3,-1.7,3,0.6,7
COc1cc(/C=N/NC(=O)c2cc(-c3c(C)nn(-c4ccccc4)c3C)n[nH]2)ccc1O,4.3,1.3,-4.0,3,3,5,0.1,-1.6,12*,-0.8,-4
O=C1Nc2cc(C(=O)NCCCN3CCOCC3)ccc2S/C1=C/c1ccccc1F,-0.2,1.7,-2.2,2,27,2,-1.8,-1.6,-1,-2.6,-15
CCOC(=O)Cn1nc(C)c(-c2ccccc2)c1N,-2.2,-0.9,0.8,2,3,-1,2.3,-0.8,1,0.4,4
CC(=O)OC1COC(N2CCc3cc([N+](=O)[O-])ccc32)C(OC(C)=O)C1OC(C)=O (centres undefined),-0.8,-0.2,0.0,8,3,4,1.1,-0.8,-4,-0.1,-5
Cc1cc(C)c(NC(=O)c2ccccc2C(=O)c2ccccc2)c(C)c1,-2.0,-0.3,-0.5,2,-6,-14,1.2,-0.9,-3,-0.1,-6
Nc1ccccc1N=c1ssnc1Cl,7.3,1.9,5.5,-52,6,5,0.0,-0.6,-1,0.9,0
O=C(c1scc2c1CCCC2)N1CCOCC1,0.5,-0.1,0.3,-7,4,6,0.6,-1.1,-10,-0.9,10
CCOC(=O)Cc1csc(NC(=O)c2cnc3sc(C)cn3c2=O)n1,6.4,6.2,6.3*,-18,2,2,1.0,-0.2,1,1.1,4
COc1ccc(/C=C/C(=O)NC(=S)Nc2ccccc2C(=O)NC2CCCCC2)cc1,-1.4,-0.2,-0.5,-2,-4,-5,-0.6,-1.5,2,-0.5,1
